VHR inh color: VHR1 phosphatase inhibitors, primary screen, biochemical, colorimetric, HTS | Dual specificity protein phosphatase 3 (Homo sapiens), P51452 | recombinant VHR phosphatase, colorimetric substrate read-out | inhibition, % at 20 µM | 50,000 tested, 0.7% active; in the data active means inhibition above about 60%; further: some results filed as inactive read as strong as hits
Target sequence (P51452 whole entry, looked up): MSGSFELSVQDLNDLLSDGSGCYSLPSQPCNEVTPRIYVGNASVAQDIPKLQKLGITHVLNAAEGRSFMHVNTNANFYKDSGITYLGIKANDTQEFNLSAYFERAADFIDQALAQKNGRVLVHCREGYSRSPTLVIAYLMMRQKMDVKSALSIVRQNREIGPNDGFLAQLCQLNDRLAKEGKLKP
Starred values were filed as active, the others as inactive. The list is partial, so the mix of outcomes need not match the whole.

SMILES | VHR inh color
Cc1ccc(C)c(NC(=O)c2sc3cc(C)ccc3c2Cl)c1 | -10.2
COc1ccc(C2(CNCC(O)COc3ccccc3)CCCC2)cc1OC (stereo not drawn) | -7.8
O=C1NC(=S)N(c2ccccc2F)C(=O)C1=Cc1ccco1 | 87.0*
Cc1ccc(C(=O)NCCc2nc3ccccc3[nH]2)cc1[N+](=O)[O-] | 4.3
C=C1CC(C)OC(c2ccccc2O)C1 (stereo not drawn) | -34.4
O=C1C2CCCC1C(c1ccc3c(c1)OCO3)NC2c1ccc2c(c1)OCO2 (stereo not drawn) | -1.6
C=C(C)c1cccc(C(C)(C)NC(=O)Nc2ccc(I)cc2)c1 | -5.7
COc1ccc(C)cc1NC(=O)c1ccc(-n2cnnn2)cc1 | 7.5
Cc1occc1C(=O)N/N=C/c1ccc[nH]1 | 1.3
CCN(CC)c1ccc(/C=C2/C(=O)NN(c3ccc(I)cc3)C2=O)c(O)c1 | -5.4
COc1cc(C=O)ccc1Oc1nc(Nc2ccc(F)cc2F)nc(N2CCOCC2)n1 | 18.5
CCc1ccc(CN2CCN(S(=O)(=O)c3ccc(Cl)cc3)CC2)cc1 | 6.4
COCCOC(=O)c1c(C)oc2ccc(OCC(N)=O)cc12 | -10.9
COc1ccc(C2=C/C(=C3\OC(=O)c4ccccc43)C(=O)O2)cc1OC | 0.4
O=C1NC(=Nc2ccc(Br)cc2)S/C1=C\c1ccc2c(c1)OCO2 | -8.0

Sorted by heavy-atom count (low to high): some entries from above
SMILES | VHR inh color
Cc1ccc(C(=O)NCCc2nc3ccccc3[nH]2)cc1[N+](=O)[O-] | 4.3
CCc1ccc(CN2CCN(S(=O)(=O)c3ccc(Cl)cc3)CC2)cc1 | 6.4
COc1ccc(C2=C/C(=C3\OC(=O)c4ccccc43)C(=O)O2)cc1OC | 0.4

Further records.
SMILES | VHR inh color
Cc1cc(Cn2ccnc2)c(C)c([N+](=O)[O-])c1Cn1ccnc1 | -7.5
O=C1NC(=Nc2ccc(O)cc2)S/C1=C/c1ccccc1 | 3.5
COc1ccc(-c2nc(-c3cc4cc([N+](=O)[O-])c(O)cc4oc3=O)cs2)cc1 | -9.5
O=S(=O)(Nc1cccc(-c2nc3ccccc3s2)c1)c1ccccc1 | 9.3
C#CCSc1nncn1C(=O)/C=C/c1ccccc1 | -11.4
O=C(/C=C/c1cc(Br)cs1)Nc1cccc2cccnc12 | -10.6
CCOC(=O)c1c(NC(=O)CCC(=O)OC)sc2c1CC(C)(C)SC2 | -5.6
CCCc1c(C)c2cccc(C)c2[nH]c1=O | -11.3
CCN(CC)CCNC(=O)c1ccc(NC(=S)NC(=O)c2cccnc2)cc1 | -7.3
COCCNCCOc1c(C)cc(Cl)cc1Cl | 39.6
NS(=O)(=O)c1ccc(NC(=O)C2CC2(c2ccccc2)c2ccccc2)cc1 (stereo not drawn) | -14.1
OC(COc1cccc(OCC(O)CN2CCCCC2)c1)CN1CCCCC1 (stereo not drawn) | 3.6
Cc1cccc(N2C(=O)NC(=O)/C(=C\c3ccc(Oc4ccc([N+](=O)[O-])cn4)cc3)C2=O)c1 | -35.0
O=C1NC(=S)S/C1=C\c1ccc(N2CCCCC2)c([N+](=O)[O-])c1 | -37.0
CC(C)c1ccc(N2C(=O)/C(=C/c3cc(Cl)c(O)c(Cl)c3)C(=O)NC2=S)cc1 | -20.8
O=C(Nc1ccc(S(=O)(=O)N2CCCCCC2)cc1)C(F)(F)F | 6.3
COc1ccc(/C=C2\C(=O)NC(=O)N(c3ccccc3Cl)C2=O)cc1Br | -2.4
Cc1ccc(N2C(=O)S/C(=C/c3ccc4c(c3)OCO4)C2=O)cc1 | -15.9
Cc1ccc(N(CC(=O)NCc2ccncc2)S(C)(=O)=O)cc1 | -24.8
O=C(NC1CCN(Cc2ccccc2)CC1)c1ccccc1Cl | -20.7
CC(=N/O)/C(C)=N\NS(=O)(=O)c1ccc(C)cc1 | 1.8
O=C(Nc1ccccc1F)c1cnccn1 | -15.3
Cc1ccc(-n2c(=O)c3c4c(sc3n3c(=S)[nH]nc23)CC(C(C)(C)C)CC4)cc1 (stereo not drawn) | -25.2
NS(=O)(=O)c1cccc(NC(=O)c2ccc(OCc3ccccc3)cc2)c1 | 9.7
Cc1ccc(NC(=O)C2CC(=O)N(c3ccc(C)cc3)C2)cc1 (stereo not drawn) | -6.5
Cc1ccc(/C=C/C(=O)Nc2ncc(Cc3ccc(F)cc3)s2)o1 | -10.1
Cc1c(C)c2ccc(OCC(=O)c3ccccc3)c(C)c2oc1=O | -7.1
CC(=O)COc1ccc2c(C)cc(=O)oc2c1I | 1.5
C(=N\N1CCN(c2ccccn2)CC1)/c1ccco1 | -9.0
Cc1ccc(NC(=O)COc2ccc(Cl)c(C)c2)c(Br)c1 | -16.8

Shown with each value named: entries from further up
> C=C1CC(C)OC(c2ccccc2O)C1 (stereo not drawn)
  VHR inh color: -34.4
> Cc1occc1C(=O)N/N=C/c1ccc[nH]1
  VHR inh color: 1.3
> Cc1ccc(C(=O)NCCc2nc3ccccc3[nH]2)cc1[N+](=O)[O-]
  VHR inh color: 4.3
> CCc1ccc(CN2CCN(S(=O)(=O)c3ccc(Cl)cc3)CC2)cc1
  VHR inh color: 6.4

(more compounds)
SMILES | VHR inh color
CCC(Sc1nnc2c3ccccc3n(C)c2n1)C(=O)N1c2ccccc2Sc2ccccc21 (stereo not drawn) | -17.5
Cc1nnc(N/N=C/c2cccc([N+](=O)[O-])c2)[nH]c1=O | -11.6
CC(C)C(NS(=O)(=O)c1ccc(Cl)cc1)C(=O)NN (stereo not drawn) | -5.9
Cc1cccc(OCC(=O)O/N=C(\N)Cc2cccs2)c1 | -14.9
N#C/C(=C\c1ccccc1Cl)c1nc(-c2ccc(Cl)c(Cl)c2)cs1 | -5.0
CC(=O)Nn1c(O)c(C2=c3cc(C)ccc3=NC2=O)sc1=S | -13.0
O=C(COc1ccc2ccccc2c1)N1CCN(Cc2ccc(F)cc2)CC1 | 11.2
Cc1ccc(-c2csc(NC(=O)c3cccc(Br)c3)n2)cc1 | -5.0
Cc1cnn(-c2cc(C(F)(F)F)nc(-c3ccccc3)n2)c1 | -3.7
O=c1[nH]c(=S)[nH]c2sc3c(c12)CCc1ccccc1-3 | -27.1
Cc1oc(C(=O)O)cc1CSCc1oc(-c2ccccc2)cc1C(=O)O | 22.7
CC1=NN(c2cccc(C(=O)O)c2)C(=O)/C1=C\c1ccc(-c2cc([N+](=O)[O-])ccc2C)o1 | 26.4
Oc1cnc2ccccc2c1CN1CCOCC1 | -11.9
CCN(C(=O)c1cc(Cl)ccc1OC)c1ccccc1C | -15.3
O=C1/C(=C\c2ccc(-c3cccc(Cl)c3)o2)SC(=S)N1CCS(=O)(=O)O | 90.9*

Single entries from above:
CC1=NN(c2cccc(C(=O)O)c2)C(=O)/C1=C\c1ccc(-c2cc([N+](=O)[O-])ccc2C)o1 @ VHR inh color = 26.4
Cc1nnc(N/N=C/c2cccc([N+](=O)[O-])c2)[nH]c1=O @ VHR inh color = -11.6
N#C/C(=C\c1ccccc1Cl)c1nc(-c2ccc(Cl)c(Cl)c2)cs1 @ VHR inh color = -5.0

The main list resumes with the three entries that preceded the break.
SMILES | VHR inh color
Oc1cnc2ccccc2c1CN1CCOCC1 | -11.9
CCN(C(=O)c1cc(Cl)ccc1OC)c1ccccc1C | -15.3
O=C1/C(=C\c2ccc(-c3cccc(Cl)c3)o2)SC(=S)N1CCS(=O)(=O)O | 90.9*
COc1ccc(Cc2nc3ccccc3c(=O)n2/N=C/c2c[nH]c3ccccc23)cc1OC | -11.3
O=C1OC(c2ccccc2)=N/C1=C\c1cccc(OC(F)(F)C(F)F)c1 | -8.1
O=[N+]([O-])c1ccc2nc3c4ccccc4n(CCCN4CCOCC4)c3cc2c1 | 0.3
COc1ccc(C2NC(=O)NC(C)=C2C(=O)Nc2ccc(Cl)cc2)c(OC)c1 (stereo not drawn) | -7.5
O=C(Nc1nc(-c2cccs2)cs1)c1ccc(S(=O)(=O)N2CCCCC2)cc1 | 1.3
Cn1c(CNc2ccccc2)nc2ccccc21 | -36.4
CCN(CC)CCCCCCOc1ccccc1Br | 8.6
Cc1ccc(C)c(NC(=S)NC(NC(=O)c2ccccc2F)C(Cl)(Cl)Cl)c1 (stereo not drawn) | 0.2
COc1cccc(/C=C2\SC(=S)N(c3cccc(F)c3)C2=O)c1O | -29.2
CCSCCOC(=O)C1=C(C)NC2=C(C(=O)CCC2)C1c1ccccc1OC(C)C (stereo not drawn) | -24.0
CC1CCCN(c2c([N+](=O)[O-])c(=O)oc3ccccc23)C1 (stereo not drawn) | -2.2
CCOc1ccc(/C=C2/C(=O)NC(=O)N(c3ccc(OCC)cc3)C2=O)cc1 | -12.7
CNc1nc(Nc2nc(C)cc(C)n2)nc(OCC(F)(F)F)n1 | -1.5
O=C1CSC(c2ccc(Cl)cc2)N1 (stereo not drawn) | -0.9
Fc1cnc(N2CCOCC2)nc1N1CCN(c2ccccc2)CC1 | -5.5
O=C(NC[n+]1ccccc1)c1ccc(Cl)cc1 | 4.3
C=CCN1C(=O)/C(=C\c2ccc(SC)cc2)C(=O)NC1=S | 47.8
CCOc1ccc(-c2n[nH]c(=S)o2)cc1 | 11.4
CCCN1CCC(=NNC(=O)c2ccc(OC)c(OC)c2)CC1 | -16.7
Cc1cc(C)c(C#N)c(SCC(=O)Nc2ccc([N+](=O)[O-])cc2)n1 | 1.7
Cc1cc(C)c2cccc(NC(=S)NC(=O)c3cccc([N+](=O)[O-])c3)c2n1 | -0.4
Cc1ccc(N2C(=O)/C(=C/c3cccc(Br)c3)SC2=S)cc1C | -19.2
CC(C)c1ccc(/C=C(\NC(=O)c2ccccc2)C(=O)NCCCN(C)C)cc1 | 8.0
C=CCN1C(=O)/C(=C\c2cc(Cl)c(O)c(OCC)c2)C(=O)NC1=S | 19.5
COc1cc([N+](=O)[O-])cc(/C=C2/C(=O)NC(=O)N(c3ccc(C(C)C)cc3)C2=O)c1O | 31.6
CCOc1ccc(C(NC=O)c2ccc(OC)c(OC)c2)cc1 (stereo not drawn) | -9.4
O=S(=O)(c1ccc(Cl)cc1)N1CCN(CCCc2ccccc2)CC1 | 6.5
C[n+]1cc(N)cc2ccccc21 | -30.1
CC(=O)NC1=NN(C(C)=O)C(c2ccc(F)cc2)S1 (stereo not drawn) | -12.6
Cc1cccc(C=Nc2ccc3c(c2)oc2ccccc23)c1O | -3.1
O=C(O)CCCN1C(=O)C(=O)/C(=C(/O)c2ccccc2)C1c1ccc([N+](=O)[O-])cc1 (stereo not drawn) | 1.1
Cc1c(NS(=O)(=O)c2ccccc2)cccc1[N+](=O)[O-] | 3.2
CCOCCOC(=O)c1ccc(NC(=O)COc2ccc(Br)cc2)cc1 | 1.2
Cc1ccc(-c2nc3cc(NC(=O)C(C)C)ccc3o2)cc1 | -6.1
O=C(O)CCCCCN1C(=O)C(=O)/C(=C(/O)c2ccc(F)cc2)C1c1ccccc1F (stereo not drawn) | -8.4
COc1cc(/C=N/NC(=O)c2cccnc2)cc(OC)c1O | 117.8
O=c1c2c(nc3cc(-c4ccco4)[nH]n13)CCS2 | 8.4
O=c1oc2cc(OCCO)ccc2c2c1CCC2 | 0.8
CN(C)c1ccc(NC2=NC3(CCCC3)N=C(N)N2)cc1 | 37.4
COc1cccc(N(CC(=O)Nc2ccc(Br)cc2)S(=O)(=O)c2ccccc2)c1 | 1.6
O=C(NC(=S)Nc1ccc(NC(=O)c2ccco2)cc1)c1ccco1 | -3.7
O=C(Cn1c(NCCO)nc2ccccc21)c1cccc2ccccc12 | -0.7
COc1cc(-c2nc(-c3ccccc3)c(-c3ccccc3)[nH]2)ccc1OCC(=O)O | -0.7
Cc1cccc(OCCNc2cc(N3CCCC3)ccc2[N+](=O)[O-])c1 | -23.6
COc1ccc(C=C2C=C(C(C)(C)C)C(=O)C(C(C)(C)C)=C2)cc1OC | -6.4
COc1ccc(CNC(=O)CN(Cc2ccccc2)S(=O)(=O)c2ccccc2)cc1 | -9.1
COc1cc(/C=N/NC(=O)c2ccncc2)cc(OC)c1O | -4.4
CN(C)c1ccc(C2C=Cc3ccccc3N2C(=O)c2ccccc2)cc1 (stereo not drawn) | 2.2
CCOC(=O)C(=O)Nc1cccc([N+](=O)[O-])c1C | 1.1
Cc1cc(OCc2ccc([N+](=O)[O-])cc2)c2c(-c3ccccc3)cc(=O)oc2c1 | -15.1
NC1=NC(=O)/C(=C/c2ccccc2OCc2cccc3ccccc23)S1 | 2.2
O=C(COc1ccccc1Cl)NNC(=O)c1cc2ccccc2cc1O | 3.4
Cc1cc(N2CCOCC2)c2c(N)ccc(C)c2n1 | -1.9
COc1ccccc1-c1cc(C(=O)O)c2ccccc2n1 | 11.3
COc1ccc(Cl)cc1C(=O)Nc1ccc(C)c(Cl)c1 | -0.3
N=c1sc(Cc2cccc(Cl)c2)cn1CC(=O)c1ccc(F)cc1 | 0.4
CCOC(=O)c1c(-c2ccc(C3CCCCC3)cc2)csc1N | -7.0
O=C(Nc1cccnc1)c1sc2cc(F)ccc2c1Cl | -35.0
COC(=O)c1ccccc1N/C=C/C(=O)c1ccc(Br)cc1 | -2.6
CCOc1cc(C2Nc3cc(C)c(C)cc3NC3=C2C(=O)CC(C)(C)C3)cc([N+](=O)[O-])c1O (stereo not drawn) | 117.5*
New compounds follow
SMILES | VHR inh color
CSc1ccccc1N1C(=O)C=CC1=O | 23.5
Brc1cccc(-c2nnc(-c3ccccc3)o2)c1 | -52.9
COC(=O)C1=C(C)N=c2s/c(=C/c3ccc(F)cc3)c(=O)n2C1c1ccc(OC)cc1 (stereo not drawn) | -23.7
CC(=O)Nc1nc2ccccc2n1Cc1ccc(C)cc1 | -33.0
COc1cc(OC)cc(C(=O)Nc2cccc(S(N)(=O)=O)c2)c1 | 2.1
O=C1c2[nH]nc(-c3ccccc3)c2C(c2cccc(F)c2)N1c1ccccc1 (stereo not drawn) | 6.6
C=CCOC(=O)C1CC=CCC1C(=O)Nc1nc2ccc(OCC)cc2s1 (stereo not drawn) | -4.7
Cc1ccc(/C=C2\SC(=S)N(CCC(=O)NNC(=O)c3ccccc3O)C2=O)cc1 | 0.7
Cc1nnc(C)n1/N=C\c1cccc2ccccc12 | 99.7
CN(C)c1ccc(/C=N/NC(=O)c2ccccc2O)cc1[N+](=O)[O-] | -29.1
Cc1cccc(-c2cc(NC(=O)COc3ccc(Cl)cc3Cl)n[nH]2)c1 | 2.7
CC1(C)CC(=O)C=C(NNC(=O)CCc2ccccc2)C1 | 10.4
O=C1CSC(=S)N1Cc1ccc(Cl)c(Cl)c1 | -1.8
CCOc1ccc(N(CC(=O)Nc2ccc(Cl)cc2)S(C)(=O)=O)cc1 | -35.6
